AMPAR-TARP mod = modulators of GluA2-stargazin AMPA receptor complexes, primary screen, cell-based, membrane potential dye; Voltage-dependent calcium channel gamma-2 subunit (Mus musculus) + Glutamate receptor 2 …; HEK293 GluA2+stargazin, membrane potential dye (FDSS), glutamate EC50; hits were called plate by plate, in both directions; calls only at 30 µM; 40,000 tested, 3.5% active;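 active means any of four per-well response measures lying three or more SD from its plate-wide compound average, in either direction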
AMPAR-TARP mod agonism max-min = recorded beside AMPAR-TARP mod, whose call it bears; compound max-min signal; compound-alone response (agonism);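 unitless range of fluorescence divided by baseline over first 100 seconds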
AMPAR-TARP mod glutamate slope = further read-out of AMPAR-TARP mod, marked with its call; glutamate slope, % of max; measured here: glutamate response slope, % max;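 scaled per plate between vehicle wells and maximal 1 mM glutamate control wells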
* marks the source's active call; other numbers are inactive results; i = inactive; + = active, no number. Not all compounds are listed, so the mix of outcomes need not match the whole.

AMPAR-TARP mod	AMPAR-TARP mod agonism max-min	AMPAR-TARP mod glutamate slope	compound
i	0.077	61	COc1cc(C(=O)Nc2cc(C(=O)N3CCOCC3)cn(C)c2=O)cc(OC)c1OC
i	0.13	29	CCn1c(=NC(=O)c2cc(C)no2)sc2cccc(OC)c21
i	0.041	49	CC(=O)Nc1ccc(NC(=O)C(=O)NCc2ccccc2)cc1
i	0.1	65	CNC(=O)c1ccsc1NC(=O)C1CCCCN1S(C)(=O)=O (configuration not stated)
i	0.066	41	COc1cc(C(=O)NC(=S)Nc2ccc(S(=O)(=O)N3CCCCC3)cc2)cc(OC)c1OC
i	0.096	48	O=C(Cc1ccc(NC(=O)c2cccc3ccccc23)cc1)NCc1cccs1
i	0.052	38	COc1cc(OC)c(NC(=O)CSc2ccccc2)cc1Cl
i	0.1	66	O=C(Oc1ccccc1)c1cc2cc(Br)ccc2oc1=O
i	0.072	57	O=C(C1CC1)N(Cc1ccco1)c1nc2c(F)cc(F)cc2s1
i	0.1	58	COc1cccc2sc(NC(=O)CCCS(=O)(=O)c3ccc(Cl)cc3)nc12
+	0.25*	60*	Cc1c(C)n2c3c(=O)n(Cc4ccc(F)cc4)c(=O)n(C)c3nc2n1CCCN(C)C
i	0.031	67	CCOc1cccc2sc(N(Cc3ccccn3)C(=O)C3CCCCC3)nc12
i	0.084	60	CN1C(=O)N(C)C2(CCN(C(=O)c3ccccc3)CC2)C1=O
i	0.11	70	COc1ccccc1CCNC(=O)C(=O)Nc1ccccc1SC
i	0.07	69	COc1cccc(N2C(=O)N(CC(=O)NCc3ccc(C)cc3)c3ccccc3S2(=O)=O)c1
+	0.03*	55*	O=C(CC1CCCCN1S(=O)(=O)c1ccccc1)NC1CCCCC1 (configuration not stated)
i	0.092	39	CC(C)CS(=O)(=O)Nc1ccc(CC(=O)N(C)C)cc1
i	0.1	53	O=C(NCC(O)(c1cccs1)C1CC1)C1(c2ccccc2)CCOCC1 (configuration not stated)
i	0.037	42	CCOc1ccccc1C(=O)NCC1CCN(C(=O)/C=C/c2ccco2)CC1
i	0.13	47	O=C(NCCN1CCN(C(=O)C2(c3cccs3)CCCC2)CC1)c1ccsc1
i	0.054	44	CC(=O)c1cccc(NC(=O)CSc2ccc(NC(=O)c3cccc(F)c3)nn2)c1
i	0.034	58	CCCNC(=O)C(=O)NCCC1CCCCN1S(=O)(=O)c1c(C)cc(C)cc1C (configuration not stated)
i	0.093	64	O=C1/C(=C/c2ccc(Cl)cc2)Oc2cc(OC(=O)N3CCOCC3)ccc21
i	0.12	70	CC(C)c1nnc(C2CCN(C(=O)c3ccc(S(=O)(=O)N4CCOCC4)cc3)CC2)o1
+	0.18*	40*	O=C(Nc1ccc(N2CCCS2(=O)=O)cc1)Nc1cccc(Cl)c1
i	0.11	62	O=C(N1CCCCCC1)N1CCN(S(=O)(=O)c2cccc([N+](=O)[O-])c2)CC1
i	0.13	56	COc1ccc(S(=O)(=O)Nc2ccc3c(c2)CCCN3S(C)(=O)=O)cc1F
+	0.16*	58*	O=C1S/C(=C\c2cccc([N+](=O)[O-])c2)C(=O)N1c1ccc(F)cc1
i	0.12	52	O=C(Cn1cnc2ccccc2c1=O)N1CCC(Cn2cccn2)CC1
i	0.097	54	Cc1cc(C(=O)N2CC(C(=O)NCC(F)(F)F)C2)no1

Shown in markdown: entries from further up.
| molecule | AMPAR-TARP mod | AMPAR-TARP mod agonism max-min | AMPAR-TARP mod glutamate slope |
| --- | --- | --- | --- |
| COc1ccccc1CCNC(=O)C(=O)Nc1ccccc1SC | i | 0.11 | 70 |
| COc1cccc(N2C(=O)N(CC(=O)NCc3ccc(C)cc3)c3ccccc3S2(=O)=O)c1 | i | 0.07 | 69 |
| O=C(CC1CCCCN1S(=O)(=O)c1ccccc1)NC1CCCCC1 (configuration not stated) | + | 0.03* | 55* |
| CC(C)CS(=O)(=O)Nc1ccc(CC(=O)N(C)C)cc1 | i | 0.092 | 39 |
| O=C(NCC(O)(c1cccs1)C1CC1)C1(c2ccccc2)CCOCC1 (configuration not stated) | i | 0.1 | 53 |
| CCOc1ccccc1C(=O)NCC1CCN(C(=O)/C=C/c2ccco2)CC1 | i | 0.037 | 42 |
| O=C(NCCN1CCN(C(=O)C2(c3cccs3)CCCC2)CC1)c1ccsc1 | i | 0.13 | 47 |
| CC(=O)c1cccc(NC(=O)CSc2ccc(NC(=O)c3cccc(F)c3)nn2)c1 | i | 0.054 | 44 |
| CCCNC(=O)C(=O)NCCC1CCCCN1S(=O)(=O)c1c(C)cc(C)cc1C (configuration not stated) | i | 0.034 | 58 |
| O=C1/C(=C/c2ccc(Cl)cc2)Oc2cc(OC(=O)N3CCOCC3)ccc21 | i | 0.093 | 64 |
| CC(C)c1nnc(C2CCN(C(=O)c3ccc(S(=O)(=O)N4CCOCC4)cc3)CC2)o1 | i | 0.12 | 70 |
| O=C(Nc1ccc(N2CCCS2(=O)=O)cc1)Nc1cccc(Cl)c1 | + | 0.18* | 40* |
| O=C(N1CCCCCC1)N1CCN(S(=O)(=O)c2cccc([N+](=O)[O-])c2)CC1 | i | 0.11 | 62 |
| COc1ccc(S(=O)(=O)Nc2ccc3c(c2)CCCN3S(C)(=O)=O)cc1F | i | 0.13 | 56 |
| O=C1S/C(=C\c2cccc([N+](=O)[O-])c2)C(=O)N1c1ccc(F)cc1 | + | 0.16* | 58* |
| O=C(Cn1cnc2ccccc2c1=O)N1CCC(Cn2cccn2)CC1 | i | 0.12 | 52 |
| Cc1cc(C(=O)N2CC(C(=O)NCC(F)(F)F)C2)no1 | i | 0.097 | 54 |

(next part)
AMPAR-TARP mod	AMPAR-TARP mod agonism max-min	AMPAR-TARP mod glutamate slope	compound
i	0.11	54	Cc1cc(C)n(-c2cc(N3CCCC(C(=O)Nn4cnnc4)C3)ncn2)n1 (configuration not stated)
i	0.092	42	O=[N+]([O-])c1ccc(N2COc3ccc4cc(Br)ccc4c3C2)cc1
i	0.096	45	COc1ccccc1NC(=O)CCc1sc(C)nc1-c1cccs1
i	0.12	64	COc1ccc(OC)c(NC(=O)NCCNc2cc(-n3nc(C)cc3C)nc(C)n2)c1
i	0.061	50	Cc1cc(CN2CCC(CNC(=O)C(=O)NCc3ccc4c(c3)OCO4)CC2)c(C)o1
i	0.095	79	Cc1cc(=O)oc2cc(OCc3ccc(Cl)cc3)ccc12
i	0.12	56	O=C(Nc1cccc([N+](=O)[O-])c1)c1ccc(=O)n(Cc2cccc(F)c2)c1
i	0.086	60	Cc1cc(C)c(NC(=O)Cn2c(=O)n(C3CC3)c(=O)c3nscc32)c(C)c1
i	0.091	54	COc1ccc(CCNC(=O)Nc2ccc(N3CCCS3(=O)=O)cc2)cc1
i	0.081	52	O=C(OCc1cc(-c2cccs2)on1)C1CCCCC1
i	0.046	38	Cc1cc(C)nc(SCC(=O)c2ccc(F)c(C)c2)n1
i	0.099	60	Cc1c(C(=O)N2CCN(CCO)CC2)c(C(F)(F)F)nn1Cc1ccco1
i	0.047	63	COc1cn(CC(=O)Nc2ccc([N+](=O)[O-])cc2)c(CSc2nccn2C)cc1=O
i	0.045	36	CCCN1C(=O)CCc2cc(NC(=O)c3cc(OCC)c(OCC)c(OCC)c3)ccc21
i	0.034	61	CCC(=O)c1ccc(OCC(O)CN2C(C)(C)CC(O)CC2(C)C)cc1 (configuration not stated)

Full records, looked up by structure. Screens in order: AMPAR-TARP mod, AMPAR-TARP mod agonism max-min, AMPAR-TARP mod glutamate slope
`O=C(Nc1cccc([N+](=O)[O-])c1)c1ccc(=O)n(Cc2cccc(F)c2)c1` as listed: i, 0.12, 56
`CN1C(=O)N(C)C2(CCN(C(=O)c3ccccc3)CC2)C1=O` as listed: i, 0.084, 60
`O=C(Cc1ccc(NC(=O)c2cccc3ccccc23)cc1)NCc1cccs1` as listed: i, 0.096, 48
